Assay outcomes deposited in PubChem by several laboratories.
BH1578 lux ind = inducers of Vibrio cholerae quorum light production without autoinducers, primary screen, BH1578 luxS cqsA deficient, single point; V. cholerae BH1578 lux reporter, luminescence, 6 h; activation, % at 18.7 µM; 350,000 tested, 0.16% active; AID 588436, 2011; in the data active means activation mostly above about 9.7%, no sharp cut-off; further: not every result past the cut was called active; inactives centre near 0; reference of the scale not given here
PriA SSB inh = inhibitors of Klebsiella pneumoniae PriA binding to SSB C-terminal tail, primary screen, biochemical, AlphaScreen; AlphaScreen SSBct-PriA binding, biotinylated peptide; inhibition, % at 33 µM; 430,000 tested, 0.6% active; AID 1272365, 2023; in the data active means inhibition mostly above about 37%, no sharp cut-off; inactive means mostly below about 20%;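 further: plate controls were negative control peptide for no effect and reference peptide for full effect; strong numbers were not always called active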
Rv3671c protease = Rv3671c serine protease inhibitors, primary screen, biochemical, fluorescence polarization, M. tuberculosis H37Rv. inhibition, % at 5.96 µM. 320,000 tested, 0.048% active; in the data active means inhibition above about 38%;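 further: extracellular domain of Rv3671c used as enzyme; 0% = enzyme with DMSO and 100% = no enzyme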
Target sequence (P9WHR9 whole entry, looked up, the tested form may be a part): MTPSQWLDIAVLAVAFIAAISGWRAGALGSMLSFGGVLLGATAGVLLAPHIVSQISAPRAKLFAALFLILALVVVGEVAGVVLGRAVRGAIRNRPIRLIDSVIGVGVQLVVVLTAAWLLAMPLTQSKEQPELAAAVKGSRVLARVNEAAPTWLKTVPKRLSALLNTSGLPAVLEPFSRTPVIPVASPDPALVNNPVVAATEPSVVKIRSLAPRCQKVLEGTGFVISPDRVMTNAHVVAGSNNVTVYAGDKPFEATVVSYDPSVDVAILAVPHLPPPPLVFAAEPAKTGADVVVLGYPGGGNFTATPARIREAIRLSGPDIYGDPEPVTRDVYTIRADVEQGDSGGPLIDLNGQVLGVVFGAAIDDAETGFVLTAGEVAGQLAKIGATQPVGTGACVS
MazF activator = activators of E. coli MazEF toxin-antitoxin RNase, primary screen, biochemical, fluorescence, uHTS; Endoribonuclease toxin MazF (Escherichia coli (strain K12)), P0AE70; FAM/BHQ RNA-DNA oligo cleavage fluorescence, 5 h; activation, % at 20 µM; 350,000 tested, 0.32% active; AID 504720, 2011; in the data active means activation above about 50%
Target sequence (P0AE70 whole entry, looked up): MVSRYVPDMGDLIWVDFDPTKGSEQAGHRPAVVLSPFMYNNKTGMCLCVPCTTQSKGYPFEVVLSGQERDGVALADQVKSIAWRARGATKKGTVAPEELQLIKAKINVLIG
SARS 3CLpro inh = SARS-CoV 3CLpro protease inhibitors, primary screen, biochemical, quenched FRET; Replicase polyprotein 1ab (Severe acute respiratory syndrome coronavirus), P0C6X7; recombinant SARS-CoV 3CLpro, quenched FRET peptide cleavage; inhibition, % at 6 µM; 290,000 tested, 0.14% active; in the data active means inhibition above about 12%
DUSP3 inh = VHR1 phosphatase inhibitors, primary screen, biochemical, absorbance, uHTS | Dual specificity protein phosphatase 3 (Homo sapiens), P51452 | 290,000 tested, 0.52% active | recombinant VHR phosphatase, pNPP absorbance | AID 1654, 2009 | inhibition, % at 13.3 µM; in the data active means inhibition above about 50%; further: some compounds called inactive have numbers as strong as hits
Target sequence (P51452 whole entry, looked up): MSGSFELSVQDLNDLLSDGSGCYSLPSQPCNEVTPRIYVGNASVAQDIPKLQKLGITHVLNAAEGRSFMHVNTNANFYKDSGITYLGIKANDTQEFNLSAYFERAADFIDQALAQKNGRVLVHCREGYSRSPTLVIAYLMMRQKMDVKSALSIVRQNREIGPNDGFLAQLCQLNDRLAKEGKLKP
CCHFV vOTU inh = CCHFV vOTU protease inhibitors, primary screen, biochemical, Pep-AMC substrate, fluorescence; Crimean-Congo hemorrhagic fever virus L polyprotein viral ovarian tumor (vOTU) protease …; inhibition, % at 11.5 µM; 370,000 tested, 0.55% active; AID 651958, 2012; in the data active means inhibition above about 30%; further: 0% = vehicle wells with enzyme and 100% = no enzyme wells
PrPC surface inh = inhibitors of human cell surface prion protein PrPC, primary screen, cell-based, TR-FRET. Major prion protein (Homo sapiens), P04156. AID 720596, 2013. inhibition, % at 13.8 µM. TR-FRET read-out. 370,000 tested, 0.43% active; in the data active means inhibition above about 24%; further: 0% = median of the test wells and 100% = reference compound wells
Yp Topo-I inh = Yersinia pestis topoisomerase I inhibitors, primary screen, biochemical, cleavage product accumulation, plate reader, single point. DNA topoisomerase I (Yersinia pestis CO92). Y. pestis Topo-I cleavage product accumulation. activity, % at 10 µM. 360,000 tested, 0.064% active. AID 504884, 2011; in the data active means activity above about 50%, passing the limit was not always enough; further: inactives centre near 2
TcdB GH inh = TcdB glycohydrolase inhibitors, primary screen, biochemical, single point, plate reader; 350,000 tested, 0.24% active; AID 652162, 2013; TcdB glycohydrolase enzymatic assay; inhibition, % at 9.99 µM; Toxin B (Clostridioides difficile), P18177; in the data active means inhibition above about 10%
An asterisk follows results filed as active. Not all compounds are listed, so the mix of outcomes need not match the whole.

How did CC(C)Sc1nc2c([nH]c3ccccc32)c(=O)n1C do in these assays?
BH1578 lux ind: inactive; PriA SSB inh: -4.8; Rv3671c protease: -4.4; MazF activator: 2.3; SARS 3CLpro inh: 0.8; DUSP3 inh: 7.7; CCHFV vOTU inh: 6.9; PrPC surface inh: 0.3; Yp Topo-I inh: 3.9; TcdB GH inh: 0.9

What do the screens show for `CC(C)(CC(=O)O)CC(=O)Nc1ccc(Cl)c(Cl)c1`?
BH1578 lux ind: inactive; PriA SSB inh: -5.2; Rv3671c protease: 2.6; MazF activator: -1.4; SARS 3CLpro inh: -5.2; DUSP3 inh: 25.7; CCHFV vOTU inh: -12.0; PrPC surface inh: -2.0; Yp Topo-I inh: -6.9; TcdB GH inh: -1.3

Results for O=C(COC(=O)/C=C/c1cccc(C(F)(F)F)c1)NCc1ccco1 ?
BH1578 lux ind: inactive; PriA SSB inh: 6.6; Rv3671c protease: -2.4; MazF activator: 4.8; CCHFV vOTU inh: 6.3; PrPC surface inh: 1.0; Yp Topo-I inh: -6.0; TcdB GH inh: 1.7

Results for COc1ccccc1NC(=O)N1CCCC1C(=O)NCc1ccccc1 (configuration not stated) ?
BH1578 lux ind: -0.4; PriA SSB inh: -10.5; Rv3671c protease: 5.8; MazF activator: 0.7; SARS 3CLpro inh: 1.4; DUSP3 inh: 34.5; CCHFV vOTU inh: -8.9; PrPC surface inh: 3.6; Yp Topo-I inh: -0.1

How did CCS(=O)(=O)Nc1cc2c3c(c1)CCC(=O)N3CCC2 do in these assays?
BH1578 lux ind: -0.3; PriA SSB inh: -4.7; Rv3671c protease: -14.3; MazF activator: 0.1; SARS 3CLpro inh: -1.5; DUSP3 inh: -14.4; CCHFV vOTU inh: 4.6; PrPC surface inh: 0.7; Yp Topo-I inh: 2.2; TcdB GH inh: -6.2

What do the screens show for `CCn1cc(/C=C(\NC(=O)c2ccc(OC)c(OC)c2)C(=O)NCCCO)c2ccccc21`?
BH1578 lux ind: -1.5; PriA SSB inh: 2.6; Rv3671c protease: 3.2; MazF activator: 5.4; SARS 3CLpro inh: 4.8; DUSP3 inh: 10.8; CCHFV vOTU inh: 14.7; PrPC surface inh: -3.5; Yp Topo-I inh: -0.3; TcdB GH inh: 0.7

Results for COc1ccccc1N(Cc1ccccc1)S(=O)(=O)c1cccc(C(=O)Nc2ccccn2)c1 ?
BH1578 lux ind: -0.6; PriA SSB inh: -11.7; Rv3671c protease: -22.1; MazF activator: 1.3; SARS 3CLpro inh: 3.5; DUSP3 inh: 5.0; CCHFV vOTU inh: -2.5; PrPC surface inh: -1.6; Yp Topo-I inh: 17.6; TcdB GH inh: 0.1

What do the screens show for `COc1cc(C(=O)NCc2ccncc2)cc(OC)c1OC`?
BH1578 lux ind: inactive; PriA SSB inh: 2.9; Rv3671c protease: 0.7; MazF activator: 4.0; SARS 3CLpro inh: 4.5; DUSP3 inh: -8.6; CCHFV vOTU inh: 4.7; PrPC surface inh: 4.3; Yp Topo-I inh: 8.8; TcdB GH inh: 1.2

What do the screens show for `O=C(O)Cn1nc(-c2ccccc2)cc1-c1ccccc1`?
BH1578 lux ind: inactive; PriA SSB inh: -2.3; Rv3671c protease: 5.3; MazF activator: 0.5; SARS 3CLpro inh: 0.1; DUSP3 inh: 0.1; CCHFV vOTU inh: -8.1; PrPC surface inh: 6.7; Yp Topo-I inh: 4.2; TcdB GH inh: -0.8

Results for O=C(Cc1ccc(Cl)cc1)c1c[nH]c(C(=O)NCCCN2CCOCC2)c1 ?
BH1578 lux ind: 0.4; PriA SSB inh: -4.0; Rv3671c protease: 2.8; MazF activator: -0.7; SARS 3CLpro inh: -1.6; DUSP3 inh: 16.9; CCHFV vOTU inh: -5.3; PrPC surface inh: -2.4; Yp Topo-I inh: -2.0; TcdB GH inh: 2.0

What do the screens show for `Cc1ccc(Cl)cc1N1CCN(C(=O)c2ccc(CN3CCOCC3)cc2)CC1`?
BH1578 lux ind: -7.1; PriA SSB inh: 5.0; Rv3671c protease: -5.8; MazF activator: -3.4; SARS 3CLpro inh: -2.0; DUSP3 inh: 25.4; CCHFV vOTU inh: 22.0; PrPC surface inh: 10.7; Yp Topo-I inh: 26.3; TcdB GH inh: 2.8

Results for CCOC(=O)N1CCN(Cc2nc3cc(NC(=O)CC(C)C)ccc3n2CC)CC1 ?
BH1578 lux ind: 2.2; PriA SSB inh: -9.0; Rv3671c protease: 5.7; MazF activator: 0.7; SARS 3CLpro inh: 0.7; DUSP3 inh: -9.3; CCHFV vOTU inh: 18.0; PrPC surface inh: 3.2; Yp Topo-I inh: 5.8; TcdB GH inh: -0.4

How did CCCNC(=O)c1ccccc1N1CCN(CCCCN2C(=O)C3CCCCN3C2=O)CC1 (configuration not stated) do in these assays?
BH1578 lux ind: -0.4; PriA SSB inh: -6.5; Rv3671c protease: -4.1; MazF activator: 4.5; SARS 3CLpro inh: -4.9; DUSP3 inh: -7.8; CCHFV vOTU inh: -3.9; PrPC surface inh: -8.6; Yp Topo-I inh: 14.6; TcdB GH inh: 0.4

Results for COc1ccc(S(=O)(=O)NCCCn2ccnc2)cc1Cl ?
BH1578 lux ind: inactive; PriA SSB inh: -4.6; Rv3671c protease: 2.6; MazF activator: 15.9; SARS 3CLpro inh: -0.2; DUSP3 inh: 24.9; CCHFV vOTU inh: 5.9; PrPC surface inh: 3.0; Yp Topo-I inh: -7.7; TcdB GH inh: -0.6

How did OC[C@H]1O[C@@H](O[C@@H]2[C@@H](CO)O[C@@](O)(CO)[C@H]2O)[C@H](O)[C@@H](O)[C@H]1O do in these assays?
BH1578 lux ind: inactive; PriA SSB inh: -4.6; Rv3671c protease: -2.8; MazF activator: 6.8; CCHFV vOTU inh: -2.9; PrPC surface inh: 9.9; Yp Topo-I inh: -0.7; TcdB GH inh: 1.6

What do the screens show for `CC(C)c1ccc(CN(C)CC(O)c2ccccc2)cc1` (configuration not stated)?
BH1578 lux ind: 1.4; PriA SSB inh: 8.0; Rv3671c protease: 9.5; MazF activator: -19.6; SARS 3CLpro inh: 5.6; DUSP3 inh: 13.0; CCHFV vOTU inh: -6.0; PrPC surface inh: -11.3; Yp Topo-I inh: -11.7; TcdB GH inh: 0.1

What do the screens show for `CC(C)=C(NC(=O)c1ccccc1Cl)C(=O)NCCc1nc2ccccc2[nH]1`?
BH1578 lux ind: inactive; MazF activator: 6.6; CCHFV vOTU inh: 4.3; PrPC surface inh: -1.3; Yp Topo-I inh: -4.4; TcdB GH inh: -2.2

How did COc1ccc(C(C)NC(=O)C2CCCO2)cc1OC (configuration not stated) do in these assays?
BH1578 lux ind: -2.6; PriA SSB inh: -8.4; Rv3671c protease: 0.8; MazF activator: -0.7; SARS 3CLpro inh: -0.3; DUSP3 inh: 3.5; Yp Topo-I inh: 4.5; TcdB GH inh: 0.3

Results for O=C(Nn1c(-c2ccc(F)cc2)nc2ccccc2c1=O)c1cccnc1 ?
BH1578 lux ind: -0.4; PriA SSB inh: 1.3; Rv3671c protease: 7.6; MazF activator: -1.3; SARS 3CLpro inh: -6.4; DUSP3 inh: -25.2; CCHFV vOTU inh: -6.5; PrPC surface inh: -3.1; Yp Topo-I inh: -4.8; TcdB GH inh: 1.5

What do the screens show for `O=C(NCCC1=CCCCC1)C1CCN(C(=O)Nc2ccccc2)CC1`?
BH1578 lux ind: 0.5; PriA SSB inh: -3.8; Rv3671c protease: 3.9; MazF activator: 1.4; SARS 3CLpro inh: -3.9; DUSP3 inh: -2.4; CCHFV vOTU inh: -5.6; PrPC surface inh: 2.8; Yp Topo-I inh: 1.0

Pulled one by one from the list above (two):
Results for O=C(COC(=O)/C=C/c1cccc(C(F)(F)F)c1)NCc1ccco1 ?
BH1578 lux ind: inactive; PriA SSB inh: 6.6; Rv3671c protease: -2.4; MazF activator: 4.8; CCHFV vOTU inh: 6.3; PrPC surface inh: 1.0; Yp Topo-I inh: -6.0; TcdB GH inh: 1.7

Results for O=C(Nn1c(-c2ccc(F)cc2)nc2ccccc2c1=O)c1cccnc1 ?
BH1578 lux ind: -0.4; PriA SSB inh: 1.3; Rv3671c protease: 7.6; MazF activator: -1.3; SARS 3CLpro inh: -6.4; DUSP3 inh: -25.2; CCHFV vOTU inh: -6.5; PrPC surface inh: -3.1; Yp Topo-I inh: -4.8; TcdB GH inh: 1.5

(listing goes on)
What do the screens show for `CCOC(=O)C(=O)Nc1cc(C)on1`?
BH1578 lux ind: 0.1; PriA SSB inh: -9.5; Rv3671c protease: -4.1; MazF activator: 8.3; SARS 3CLpro inh: -2.8; DUSP3 inh: -3.9; CCHFV vOTU inh: -16.6; PrPC surface inh: 6.0; Yp Topo-I inh: -6.0; TcdB GH inh: -1.7

Results for CC1CCCC(C)N1C(=O)COC(=O)CNS(=O)(=O)c1ccc2ccccc2c1 (configuration not stated) ?
BH1578 lux ind: inactive; MazF activator: -7.2; CCHFV vOTU inh: 12.1; PrPC surface inh: 6.7; Yp Topo-I inh: 21.1; TcdB GH inh: -0.4

What do the screens show for `COc1cccc(N2CCN(C3CCCC(C)C3)CC2)c1` (configuration not stated)?
BH1578 lux ind: inactive; PriA SSB inh: -3.8; Rv3671c protease: -0.4; MazF activator: -4.6; SARS 3CLpro inh: 0.3; DUSP3 inh: -0.6; Yp Topo-I inh: 1.5; TcdB GH inh: 0.7

Results for CSc1cccc(CNC(=O)C2CCC(=O)N(CC3CCCCC3)C2)c1 (configuration not stated) ?
BH1578 lux ind: -0.1; PriA SSB inh: -1.1; Rv3671c protease: -3.2; MazF activator: -2.9; SARS 3CLpro inh: 1.4; DUSP3 inh: 2.5; CCHFV vOTU inh: 16.0; PrPC surface inh: 6.9; Yp Topo-I inh: 26.9; TcdB GH inh: -2.8

Results for Cc1ccc(CC2CC(=O)N(c3nc(C)cc(C)n3)C2=O)cc1 (configuration not stated) ?
BH1578 lux ind: -0.3; PriA SSB inh: -3.3; Rv3671c protease: 1.6; MazF activator: 6.1; SARS 3CLpro inh: 4.0; DUSP3 inh: -9.9; CCHFV vOTU inh: -0.5; PrPC surface inh: 5.2; Yp Topo-I inh: 0.8

What do the screens show for `CCCCCCCc1nc2sc3c(c2c(=O)n1N)CC(C)(C)OC3`?
BH1578 lux ind: -0.8; PriA SSB inh: 7.1; Rv3671c protease: 3.8; MazF activator: 0.4; SARS 3CLpro inh: 0.6; DUSP3 inh: 9.0; CCHFV vOTU inh: 1.4; PrPC surface inh: -1.8; Yp Topo-I inh: 2.4; TcdB GH inh: 0.6

How did COCC(=O)N(Cc1cc2cc(OC)ccc2[nH]c1=O)c1ccccc1 do in these assays?
BH1578 lux ind: inactive; PriA SSB inh: 0.4; Rv3671c protease: -9.9; MazF activator: -0.1; SARS 3CLpro inh: 8.9; DUSP3 inh: 4.8; CCHFV vOTU inh: 0.7; PrPC surface inh: 1.3; Yp Topo-I inh: 1.1

How did COc1ccc(CC2(CO)CCN(Cc3cnn(C)c3C)CC2)cc1 do in these assays?
BH1578 lux ind: -0.3; PriA SSB inh: -3.7; Rv3671c protease: -1.1; MazF activator: -20.9; SARS 3CLpro inh: 5.6; DUSP3 inh: 20.4; CCHFV vOTU inh: -14.2; PrPC surface inh: 2.6; Yp Topo-I inh: -3.0; TcdB GH inh: 2.0
